# TAG inh – inhibitors of triacylglycerol accumulation, primary screen, cell-based, uHTS, fluorescence, H9c2; H9c2 cells, Nile Red lipid (TAG) fluorescence; cells loaded with 200 µM oleic acid; 230,000 tested, 0.66% active; inhibition, % at 12.5 µM; AID 651582, 2012;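 active = pattern-corrected inhibition of lipid staining of at least 50% with the nuclear-stain viability signal not falling by more than 50%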;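 also: 0% = DMSO wells and 100% = triacsin C control wells; some results filed as inactive read as strong as hits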
# TAG inh DAPI viability – recorded beside TAG inh, whose call it bears; DAPI nuclei signal change (viability), lower = more cytotoxic, %;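 whole-well DAPI fluorescence read on a plate reader as a viability signal; minus 50 percent equals half of cells still viable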
# Starred values were filed as active, the others as inactive.
SMILES,TAG inh,TAG inh DAPI viability
CCCc1ccc(S(=O)(=O)Nc2ccc(C)c(NS(C)(=O)=O)c2)cc1,-7,9
COc1cc(C(=O)N[C@H](C(=O)OCC(=O)NC2CCCCCC2)C(C)C)cc(OC)c1OC,14,-8
CC(=O)c1c(C)[nH]c(C(=O)NCc2ccc(Cl)cc2)c1C,9,-1
CCOc1ccccc1NC(=O)CCN1CCN(S(=O)(=O)c2ccc(OC)cc2)CC1,6,7
COC(=O)C(Cc1cnc(Cl)s1)(C(=O)OC)c1ccc(C(F)(F)F)cc1[N+](=O)[O-],-3,-8
Cc1cccc(COCC(Cc2ccccc2)N2CCN(C(=O)c3cc(Cl)cc(Cl)c3)CCC2=O)c1 (stereo unspecified),-3,-14
Cc1cccc(NC(=S)N(C)C2CCCCC2)c1,-12,-6
CC1CCN(C(=O)COC(=O)c2ccccc2NC(=O)c2ccco2)CC1,7,-3
O=C(CC1SC(=NCc2ccccc2)NC1=O)Nc1ccccc1 (stereo unspecified),-3,-4
O=C(O)c1ccc(/C=N/Nc2ccc(S(=O)(=O)N3CCCC3)cc2[N+](=O)[O-])cc1,9,-10
COc1ccc(C2N(c3ccccn3)C(=O)C3CCCN32)c(OC)c1 (stereo unspecified),-9,-4
CCOC(=O)c1cnc(-c2ccccc2)nc1N1CCOCC1,9,-1
Cc1ccc(NC(=O)c2ccc(CSc3nnc(-c4ccncc4)n3C)cc2)cc1,10,-7
COc1cccc(-n2c(Cc3cc(=O)[nH]c(=O)[nH]3)nnc2SCC(=O)NC2CCCCC2)c1,-1,-11
COCCNc1nc2cc(-c3ccccc3)sc2c(=O)n1C,14,18
Cc1cccc(NC(=O)CN(CC2CCCO2)C(=O)c2oc3ccccc3c2C)c1C (stereo unspecified),9,-9
O=C(CSc1nnc(-c2ccc(Br)o2)n1Cc1ccccc1)c1ccccc1F,7,-4
Cc1nc(C(=O)NCCC(C)C)sc1C1(C)CC(c2cccc([N+](=O)[O-])c2)=NO1 (stereo unspecified),12,-2
CC(C)(C)c1cc2cccnc2n1Cc1cccc(Cl)c1,16,4
COC(=O)c1sccc1NC(=O)c1ccc(C)s1,11,-8
CCN(CC)C(=O)C1CCCN(C(=O)c2oc3ccc(C)cc3c2C)C1 (stereo unspecified),-6,0
CCN(CC)C(=O)c1cc2c(=O)c3cc(F)ccc3oc2nc1C,13,-10
O=C(NC(=S)Nc1ccc(Br)cn1)c1cccnc1,-3,1
CCn1cc(S(=O)(=O)CC(=O)Nc2cc(C)on2)c2ccccc21,7,13

# Given with two lines to a compound: part of the list above.
# The line under a structure holds: TAG inh, TAG inh DAPI viability
- CC(C)(C)c1cc2cccnc2n1Cc1cccc(Cl)c1
    16, 4
- COC(=O)c1sccc1NC(=O)c1ccc(C)s1
    11, -8
- CCN(CC)C(=O)C1CCCN(C(=O)c2oc3ccc(C)cc3c2C)C1 (stereo unspecified)
    -6, 0
- CCN(CC)C(=O)c1cc2c(=O)c3cc(F)ccc3oc2nc1C
    13, -10
- O=C(NC(=S)Nc1ccc(Br)cn1)c1cccnc1
    -3, 1
- CCn1cc(S(=O)(=O)CC(=O)Nc2cc(C)on2)c2ccccc21
    7, 13

# Following part
SMILES,TAG inh,TAG inh DAPI viability
O=c1[nH]nc(SCc2cc(Cl)ccc2Cl)c(=O)[nH]1,4,1
Cc1ccc(NC(=O)CSC(N)=O)cc1Cl,-17,-2
CCCCNC(=O)c1ccccc1SCc1c(C)noc1C,4,-3
CN1CCN(Cc2nc3c(c(=O)[nH]c(=O)n3C)n2CCc2ccccc2)CC1,-1,-12
CCCCNC(=O)CSc1nc2cc3c(cc2c(=O)n1Cc1ccco1)OCO3,-6,22
Cn1ccsc1=NC(=O)c1ccc(S(C)(=O)=O)c([N+](=O)[O-])c1,27,-8
CC(=O)N1CCN(C(=O)c2ccc(-c3cccc(C(F)(F)F)c3)o2)CC1,-17,9
CCOc1ccccc1-c1cc(C(=O)N/N=C(\C)c2cccnc2)c2ccccc2n1,17,-9
Clc1cccc(Cl)c1OCCCCN1CCCCC1,1,3
Oc1[nH]c2ccccc2c1C1=NCCCCC1,2,-4
Cc1ccc(C(C)C)c(OCC(=O)N2CCN(c3ncccn3)CC2)c1,-13,-1
COCCn1c(=O)[nH]c2cc(C(=O)NCc3cccnc3)ccc2c1=O,-4,31
O=C(NN1C(=O)C2C3C=CC(C4CC34)C2C1=O)c1ccc(Cl)cc1Cl (stereo unspecified),-8,10
c1ccc(-c2nnc(C(c3ccccc3)c3ccccc3)o2)cc1,-21,7
CCN(CC)S(=O)(=O)c1cc(C(=O)O)ccc1OC,-21,2
CC(C)(C)c1ccc(-c2noc(CCC(=O)NCc3ccco3)n2)cc1,1,1
O=[N+]([O-])c1cc2cccnc2c2ncccc12,-1,4
COCC(=O)N(C)C[C@H]1N[C@@](C)(C(=O)OC)[C@H]2C(=O)N(Cc3ccccc3)C(=O)[C@@H]12,-1,0
Cc1ccc2nc(NS(C)(=O)=O)sc2c1,3,-5
CC(C#N)Sc1ccc(S(=O)(=O)N(C)C2CCCCC2)cn1 (stereo unspecified),12,0
Cc1csc(NC(=O)C2COc3ccccc3O2)n1 (stereo unspecified),-12,-2
COC(=O)CC(NS(=O)(=O)c1cccs1)c1ccc2c(c1)OCO2 (stereo unspecified),-5,5
CCNC(=O)Nn1c(C)nnc1C,5,3
CC(=O)Nc1ccc(NC(=S)NC(=O)C2CCCC2)cc1,12,10
COc1ccc(NC(=O)CN(C)C(=O)c2csc3c2CCCC3)cc1,6,-6
Cc1nnc(SCC(=O)Nc2ccc(N3CCOCC3)cc2)n1Cc1ccccc1,1,-6
Cc1cc2cc(CNC(=S)NCc3ccccc3)ccc2n1C,5,25
CCOc1ccc(OCC)c(NC(=O)CCn2c(=O)oc3ccccc32)c1,2,9
CSc1ccc(CN2C(=O)C(C)ON=C2c2ccccc2F)cc1 (stereo unspecified),-6,-3
Cc1cccc(-n2c(SCC(=O)Nc3ncc(Cl)cc3Cl)nc3ccccc32)c1,-5,6
COc1ccc(C2CC(c3ccc(OC)c(OC)c3)=NN2S(C)(=O)=O)cc1 (stereo unspecified),-12,0
COc1ccc(C(=O)[C@H]2[C@H]3C(=O)N(c4ccccc4)C(=O)[C@H]3C3C=CC=NN32)cc1 (stereo partly specified),-6,0
COc1ccc(/C=C(/NC(=O)c2ccccc2)C(=O)N/N=C/c2sccc2C)cc1,-27,170
CCc1noc(C)c1C(=O)NCCc1c[nH]c2ccccc12,-5,6
COc1ccc(CCNC(=O)/C=C/C(=O)O)cc1OC,-27,7
C/C(=N/NC(=O)c1ccn(C)n1)c1ccncc1,4,-4
COc1ccc(-c2nc(=S)[nH][nH]2)cc1,-3,-2
O=c1cc(CN2CCN(c3ccc(O)cc3)CC2)nc2scc(-c3ccccc3)n12,-16,28
CCCC(=O)Nc1nnc(S(=O)(=O)N2CCCC2)s1,5,-6
Cc1cc(N2CCOCC2)nc2ccc(NC(=O)CCC(=O)N3CCCC(C)C3)cc12 (stereo unspecified),0,17
COc1ccccc1OCCSc1nc2ccccc2n1CCO,5,-8
O=C(O)C(C=C(Cl)Cl)N1CCOCC1 (stereo unspecified),-1,11
CC[C@]12c3[nH]c4cc(CCC(=O)N(C)C)ccc4c3CCN1C(=O)[C@@H](CC(=O)NCc1cccc(C(F)(F)F)c1)C[C@@H]2C(=O)N1CCN(C(=O)C2CC2)CC1,-21,-2
O=C(Cc1ccccc1)NC(NCCc1ccccc1)C(Cl)(Cl)Cl (stereo unspecified),0,5
COc1cccc(C(=O)CN2C(=O)C(C)(C)Oc3ccc(C(=O)N4CCCCCC4)cc32)c1,2,-10
Cc1ccccc1NCC(=O)N/N=C\C=C\c1cccc([N+](=O)[O-])c1,6,-1
CCOc1cc(C(=O)CCC(=O)OCC(=O)N2c3ccccc3NC(=O)C2(C)C)ccc1O,36,-26
COCCOC(=O)c1ccc(NC(=O)COc2ccc([N+](=O)[O-])cc2)cc1,-14,10
CCOc1ccccc1Nc1nc(-c2sc(C)nc2C)cs1,-2,13
CC(=O)Nc1sc(C)c(C)c1C(=O)OCC(=O)N(C)c1c(N)n(Cc2ccccc2)c(=O)[nH]c1=O,-2,5
CN(C)S(=O)(=O)c1ccc(C(=O)OCC(=O)c2csc(N3CCCCC3)n2)cc1,0,-2
CC(C)c1nnc(NC(=O)C2CCCCC2)s1,-2,-1
COC(=O)c1ccc2c(=O)n(CCN3CCOCC3)c(SCC(=O)c3ccccc3)nc2c1,-4,9
CC1(C)C(=O)Nc2ccccc2N1C(=O)COc1ccc(S(=O)(=O)N2CCOCC2)cc1Cl,-3,-1
CC1(C(=O)Nc2cccc(C(F)(F)F)c2)Cc2c(-c3cccc(C(N)=O)c3)ccnc2O1 (stereo unspecified),7,-8
COc1ccc(C2c3cc(OC)c(OC)cc3CC3C(=O)OCC32)cc1OC (stereo unspecified),-10,-4
CN(C(=O)c1ccc(NC(=O)Cc2ccc(NC(=O)C3CCCN(C(=O)C4CC4)C3)cc2)cc1)C1CC1 (stereo unspecified),-1,6
COc1ccc(Cl)cc1NC(=O)CN(C)C(=O)c1cc(-c2cccs2)nn1-c1ccccc1,3,4
CCCOc1ccc(-c2nc[nH]c2[N+](=O)[O-])cc1,-4,5
Cc1ccn(CC(=O)NC2CCCN(Cc3ccccc3F)C2)n1 (stereo unspecified),-16,2
# New compounds follow:
SMILES,TAG inh,TAG inh DAPI viability
CCC(=O)N1c2ccc(S(=O)(=O)N(CCO)Cc3ccccc3)cc2CC1C (stereo unspecified),-11,5
CC(C)(C)NC(=O)c1nn2c(C(F)(F)F)cc(-c3ccccc3)nc2c1Br,5,4
CCOc1cccc(C(=O)N/N=C/c2ccoc2)c1,8,-6
O=C(CSC1=Nc2ccccc2C2CC=NN12)Nc1ccc2c(c1)OCO2 (stereo unspecified),17,4
COc1cc(-c2cc(-c3nnco3)c3ccccc3n2)cc(OC)c1OC,5,0
Cc1cc(C(=O)Cn2cnc3cc(F)ccc3c2=O)c(C)n1C1CC1,-4,-4
CC(=O)Nc1cccc(C(=O)OCC(=O)NC(C)c2ccc(F)cc2)c1 (stereo unspecified),4,1
O=C(OCc1ccccc1)N1C=CC2CC1c1c(Cl)cccc12 (stereo unspecified),2,0
O=C(CNC(=O)c1ccccc1)N/N=C/c1ccc([N+](=O)[O-])s1,10,-13
CC(=O)c1ccc(-c2ccc([C@H]3[C@@H]4C=CCC[C@@]4(C)C(=O)N3Cc3ccccc3)c(F)c2)cc1,-1,-4
O=c1oc2c3c4c(cc2c2c1CCC2)OCCN4CCC3,10,40
CCOc1ccccc1N1CCN(C(=O)c2cccc(S(=O)(=O)N3CCOCC3)c2)CC1,29,1
CC1CCc2sc3nc(NCc4ccco4)n4ncnc4c3c2C1 (stereo unspecified),7,0
COC(=O)Cn1c(C(F)(F)F)nc2ccccc21,-21,16
N#Cc1ccc(CSc2nnc(Nc3ccccc3)s2)cc1,-47,-3
CC(=O)N1CCN(C(=O)c2cccc(S(=O)(=O)N3CCOCC3)c2)CC1,0,-3
c1ccc(Cc2nnc3n2N=C(c2ccccc2)CS3)cc1,-5,-6
CSCCC(NC(=O)c1ccc(Br)cc1)C(=O)O (stereo unspecified),3,3
Clc1cccc(Cl)c1Cn1nnc(-c2cccs2)n1,19,-13
Nc1cccc(C#Cc2ccc3c(c2)C(=O)/C(=C/c2ccsc2)O3)c1,-13,2
Cc1cccc(NC(=O)COC(=O)c2n[nH]c3ccccc23)c1C,13,-5
CC1CCN(C(=O)c2[nH]cnc2C(=O)NCc2ccc(CNC(=O)OC(C)(C)C)cc2)CC1,6,4
Cn1c(SCC(=O)Nc2ccc(Br)cn2)nnc1C1CC1,13,-7
CN(C)c1nc2n(c(=O)n1)CCS2,9,-11
CCOC(=O)c1ccccc1N/C=C/C(=O)c1ccccc1,-1,-8
CC(C)OC(=O)C1=C2SCC(=O)N2C(N)=C(C#N)C1,8,1
CCCNC(=O)N(C)C[C@@H]1Oc2cc(C#C[C@H](C)O)ccc2S(=O)(=O)N([C@H](C)CO)C[C@H]1C,-13,0
COC(=O)C(CCCCN1C(=O)C2C3C=CC(C3)C2C1=O)N1C(=O)C2C3C=CC(C3)C2C1=O (stereo unspecified),-17,-1
O=C(COC(=O)c1ccc(Br)o1)NCCNC(=O)COC(=O)c1ccc(Br)o1,13,0
CCS(=O)(=O)N1CCN(c2ccc(C(=O)NC3C4CC5CC(C4)CC3C5)cc2[N+](=O)[O-])CC1 (stereo unspecified),-16,7
O=C(CCCn1c(=O)[nH]c2cc(Cl)ccc2c1=O)NCCCN1CCN(c2ccc(F)cc2)CC1,-1,-3
Cc1cc(N2CCOCC2)n2ncc(-c3ccc(Cl)cc3)c2n1,31,2
O=C(NC1(C(F)(F)F)NC(=O)N(C2CCCCC2)C1=O)C1CC1 (stereo unspecified),-3,-11
Cc1cnc(CN(C)Cc2c(C(=O)N3CCc4ccccc4C3)nc3ccc(Cl)cn23)[nH]1,-10,14
O=C1NC(c2ccc(-c3ccccc3[N+](=O)[O-])o2)C(C(=O)c2ccc(Cl)cc2)C(O)(C(F)(F)F)N1 (stereo unspecified),3,3
COc1ccc(/C=C2\SC(=S)N(CC(=O)N3CCN(C)CC3)C2=O)cc1,5,10
CC(=O)N1CCc2c(sc(NC(=O)CCS(=O)(=O)c3ccccc3)c2C#N)C1,5,-3

# Record cards, from the list above.
# Cn1c(SCC(=O)Nc2ccc(Br)cn2)nnc1C1CC1 across the screens: TAG inh = 13; TAG inh DAPI viability = -7
# Cc1cc(C(=O)Cn2cnc3cc(F)ccc3c2=O)c(C)n1C1CC1 across the screens: TAG inh = -4; TAG inh DAPI viability = -4
# CC(=O)Nc1sc(C)c(C)c1C(=O)OCC(=O)N(C)c1c(N)n(Cc2ccccc2)c(=O)[nH]c1=O across the screens: TAG inh = -2; TAG inh DAPI viability = 5

# From PubChem BioAssay

# A portion of the library; rates above refer to the full screens.
